# PME-1 primary: blocks human protein phosphatase methylesterase 1 | Q9Y570 | recombinant PME-1, FP-Rh probe fluorescence polarization | 320,000 compounds, 0.53% hits | AID 2130 | inhibition, % at 5.9 µM;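 active = inhibition above the campaign mean of all compounds plus 3 SD, cut at about 26% in these data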;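 also: competitive labeling of PME-1 active site by serine hydrolase directed probe; 0% = PME-1 with DMSO and 100% = wells lacking PME-1 enzyme; inhibitors block probe labeling so polarization falls and inhibition rises; many of its hits are not listed in these tables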
# Efflux pump inh: blocks antifungal efflux pumps in multiplex yeast assay; S. cerevisiae Candida pump triplex, Nile Red efflux; inhibition, % at 10 µM; 330,000 compounds, 0.44% hits;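 active = plate passing quality check with inhibition over a set limit, or well fluorescence over plate mean plus 4 SD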;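 also: Nile Red retained in pooled yeast measured as flow cytometry median fluorescence; 0% = buffer negative control and 100% = Enniatin B positive control; higher means more Nile Red kept so more efflux inhibition; some compounds called inactive have numbers as strong as hits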
# BCLXL inh: inhibitors of human Bcl-xL; GST-Bcl-xL / FITC-Bim BH3 peptide fluorescence polarization; inhibition, % at 10.9 µM; 320,000 compounds, 0.7% hits;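 active = inhibition above the mean of all tested compounds plus 3 SD, cutoff set per campaign, cut at about 30% in these data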;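 also: 0% = DMSO wells and 100% = unlabeled Bim-BH3 peptide competitor; inhibitors lower millipolarization by displacing the labeled peptide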
# Target sequence (Q07817 whole entry, looked up): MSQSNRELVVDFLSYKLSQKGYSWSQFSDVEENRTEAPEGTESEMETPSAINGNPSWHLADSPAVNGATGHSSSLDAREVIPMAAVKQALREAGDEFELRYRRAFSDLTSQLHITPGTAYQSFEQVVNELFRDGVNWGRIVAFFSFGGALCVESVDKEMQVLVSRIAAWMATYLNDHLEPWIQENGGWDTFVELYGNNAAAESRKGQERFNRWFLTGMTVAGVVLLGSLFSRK
# MCL1-BIM inh: disrupts human MCL1 binding to BIM-BH3 peptide; Q07820; GST-MCL1 / FITC-Bim-BH3 fluorescence polarization; inhibition, % at 10.9 µM; 320,000 compounds, 0.68% hits;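 active = inhibition above the mean inhibition of all tested compounds plus 3 SD, set per campaign, cut at about 40% in these data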;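 also: 0% = DMSO wells and 100% = unlabeled Bim-BH3 peptide control; higher means more loss of mP so more displacement of Bim peptide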
# Target sequence (Q07820 whole entry, looked up): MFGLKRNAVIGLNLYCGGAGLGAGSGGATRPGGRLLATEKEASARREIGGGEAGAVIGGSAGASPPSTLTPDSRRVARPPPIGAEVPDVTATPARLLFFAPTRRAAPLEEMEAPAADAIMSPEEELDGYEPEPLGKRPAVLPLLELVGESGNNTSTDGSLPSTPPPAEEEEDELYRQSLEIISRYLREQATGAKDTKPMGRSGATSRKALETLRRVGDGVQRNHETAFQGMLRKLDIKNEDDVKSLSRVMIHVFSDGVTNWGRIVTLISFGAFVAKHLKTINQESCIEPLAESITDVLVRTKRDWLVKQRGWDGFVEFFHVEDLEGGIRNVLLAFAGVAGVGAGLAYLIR
# VLA-4 inh: inhibition in a human VLA-4 binding assay. AID 2557. inhibition, % (about 7 µM as worked out from the volumes in the protocol). VLA-4 expressing cells, ligand binding flow cytometry. 330,000 compounds, 0.2% hits; in the data active = inhibition above about 50%
# GRK2 inh: human GRK2 inhibition via aptamer displacement; P25098; bead flow cytometry, FAM-aptamer displacement from GRK2; inhibition of aptamer binding, % at 10 µM; 330,000 compounds, 0.59% hits; AID 488847;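 active = inhibition of aptamer binding above 40%, roughly 3 SD of noise, on plates passing a quality check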;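 also: median bead fluorescence of bound FAM aptamer so fluorescent compounds give negative values; no value below 0 was filed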
# GLD-1 RNA inh: GLD-1-TGE RNA interaction inhibition (C. elegans); Q17339; purified GLD-1 + fluorescein TGE RNA, fluorescence polarization; inhibition, % at 5.96 µM; 320,000 compounds, 0.44% hits;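 active = percent inhibition above a per-plate cutoff, the plate mean of test compounds plus 3 SD, cut at about 30% in these data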;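 also: 0% = DMSO wells with GLD-1 and probe and 100% = wells lacking GLD-1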
# MEX-5 binding: C. elegans MEX-5 TCR-2 RNA binding activity; AID 1832; 300,000 compounds, 0.38% hits; MEX-5/FITC-TCR2 RNA binding, fluorescence polarization; active compounds read low; activity score (negative = inhibition of binding), % at 10 µM; Q9XUB2;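 active = inhibition past about -25% in most replicates, and total fluorescence under double the plate's negative control median, limit read from the data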;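 also: 0% = DMSO and -100% = 5 µM competing unlabeled TCR2 RNA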
# Target sequence (Q9XUB2 whole entry, looked up): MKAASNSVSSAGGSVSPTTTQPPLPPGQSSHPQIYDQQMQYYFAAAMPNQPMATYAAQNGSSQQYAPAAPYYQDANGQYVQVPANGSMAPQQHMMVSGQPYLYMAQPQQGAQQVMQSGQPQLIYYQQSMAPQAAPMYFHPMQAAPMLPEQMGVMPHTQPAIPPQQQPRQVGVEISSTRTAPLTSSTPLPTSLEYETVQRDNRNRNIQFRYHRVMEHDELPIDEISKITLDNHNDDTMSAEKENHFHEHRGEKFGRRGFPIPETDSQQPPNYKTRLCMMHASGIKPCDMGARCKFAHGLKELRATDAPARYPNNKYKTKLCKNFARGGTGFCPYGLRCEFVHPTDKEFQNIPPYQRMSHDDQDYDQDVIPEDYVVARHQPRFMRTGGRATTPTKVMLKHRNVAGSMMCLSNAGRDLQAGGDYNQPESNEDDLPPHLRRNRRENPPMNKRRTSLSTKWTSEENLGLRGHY
# Fam108B inh: blocks mouse Fam108B hydrolase in RBBP9 counter-screen. recombinant Fam108B, FP-Rh probe fluorescence polarization. inhibition, % at 9.51 µM. 300,000 compounds, 0.33% hits. AID 1947;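 active = inhibition above the screen mean inhibition plus 3 SD, computed separately per campaign, cut at about 18% in these data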;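 also: inhibitors lower polarization as less probe binds the enzyme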
# Numbers without * were called inactive; x = no result given. An excerpt; rates above refer to the full screens.
SMILES,PME-1 primary,Efflux pump inh,BCLXL inh,MCL1-BIM inh,VLA-4 inh,GRK2 inh,GLD-1 RNA inh,MEX-5 binding,Fam108B inh
CCOc1cccc2cc(C(N)=O)c(=NCc3ccccc3)oc12,4,0.0,-2,-2,4,0,-2,1.3,-1
NC(=O)CN1C(=O)C2CCCCN2C(=O)c2ccccc21 (stereo unspecified),-1,0.1,1,1,16,0,3,1.1,-4
Clc1cccc(Cl)c1/C=N\Nc1nccs1,-2,-0.1,2,5,-9,0,9,-1.9,0
Cc1ccc(C(=O)NCc2ccc(Cl)cc2)o1,-7,0.0,2,2,-18,1,3,-0.9,-9
Cn1c(/C=C/c2ccc(Br)cc2)nc2ccccc2c1=O,-4,0.0,-2,-5,9,4,0,1.3,-12
C=CCn1c(/N=C/c2ccc(OC)cc2)nc2ccccc21,-1,-0.1,6,1,13,2,-6,2.2,-6
Oc1ccccc1C1CCCCC1c1ccccc1 (stereo unspecified),-3,0.1,0,2,2,2,5,1.2,-3
CCC(=S)/C=C1\Sc2ccc3ccccc3c2N1CCCS(=O)(=O)O,5,0.0,14,26,0,3,-4,-68*,2
O=C(c1ccc(S(=O)(=O)Nc2ccccc2)cc1)N1CCCCCCC1,8,0.1,8,3,-12,1,0,3.0,-2
CCOc1ccc(S(=O)(=O)N2CCCCC2)cc1NC(=O)CCc1ccc(OC)cc1,6,0.0,1,-5,8,0,-1,x,x
O=C(CCNC(=O)Cn1ccc2ccccc2c1=O)NCCN1CCN(c2ccccc2F)CC1,2,0.0,0,2,5,1,-2,-1.3,-2
O=C(Nc1c(C(=O)N2CCOCC2)cnn1-c1ccccc1)c1ccco1,0,-0.1,3,7,4,0,2,0.3,-3

# Filtered by structure, those above with four or more nitrogen atoms (2)
SMILES,PME-1 primary,Efflux pump inh,BCLXL inh,MCL1-BIM inh,VLA-4 inh,GRK2 inh,GLD-1 RNA inh,MEX-5 binding,Fam108B inh
O=C(CCNC(=O)Cn1ccc2ccccc2c1=O)NCCN1CCN(c2ccccc2F)CC1,2,0.0,0,2,5,1,-2,-1.3,-2
O=C(Nc1c(C(=O)N2CCOCC2)cnn1-c1ccccc1)c1ccco1,0,-0.1,3,7,4,0,2,0.3,-3

# Going on with the list.
SMILES,PME-1 primary,Efflux pump inh,BCLXL inh,MCL1-BIM inh,VLA-4 inh,GRK2 inh,GLD-1 RNA inh,MEX-5 binding,Fam108B inh
COc1ccc(-c2csc(NC(=O)c3ccco3)n2)cc1,9,-0.1,-1,3,6,2,4,-0.2,-2
COc1ccc(Cl)cc1NC(=O)CN(C)CC(=O)Nc1cc(OC)c(OC)c(OC)c1,1,5.0,4,-2,29,2,-1,1.3,-4
Cc1ccc(S(=O)(=O)NN2C(=O)/C(=C/c3ccccn3)SC2=S)cc1,-1,-0.1,17,13,-4,0,0,-3.6,-3
Cc1c(Nc2cc(N3CCCCCC3)c3nonc3c2[N+](=O)[O-])c(=O)n(-c2ccccc2)n1C,0,0.1,2,7,7,0,-2,0.3,-2
O=C(COC(=O)c1ccccc1C(=O)c1ccccc1)NCc1ccc(F)cc1,2,0.1,3,8,2,0,1,0.8,1
CC(=O)c1ccc(OCC(C)C)c(Cc2c(O)nc(N)[nH]c2=O)c1,4,0.1,3,3,12,1,-2,-0.2,2
O=C(NCc1cccs1)c1cccnc1C(=O)O,-3,-0.1,-2,-7,17,0,10,0.2,0
CCCC[n+]1ccc(-c2nc3ccc([N+](=O)[O-])cc3[nH]2)cc1,-3,0.8,5,-1,13,x,6,2.3,-4
CCOc1ccc(CCNC(=O)Cc2ccc(NC3=NC4CS(=O)(=O)CC4S3)cc2)cc1 (stereo unspecified),-3,0.4*,1,5,3,4,6,-3.4,3
CSc1nc(N)nc(N(C)C)n1,2,-0.1,5,1,3,1,-4,0.7,-1
O=C(N/N=C/c1ccc(O)cc1O)c1ccc(CN2C(=O)c3cccc4cccc2c34)cc1,-36,0.0,0,7,-14,0,-9,-6.0,38*
CCC(=O)N1N=C(c2ccc(NS(C)(=O)=O)cc2)CC1c1ccc(N(C)C)cc1 (stereo unspecified),2,-0.2,5,15,0,0,-7,-0.1,0
O=C(CC1C[C@H](C(=O)N2CCCCC2)[C@@]2(CCc3ccccc3)c3[nH]c4ccccc4c3CCN2C1=O)NCc1ccco1 (stereo partly specified),x,0.0,x,x,14,11,3,x,x
COc1ccc(S(=O)(=O)N2CCC(C(=O)N3CCCC3)CC2)cc1C,1,-0.1,1,3,-14,5,-3,-1.6,2
COc1ccccc1N1CCN(c2cc(=O)n(-c3ccc(Cl)cc3)c(=O)[nH]2)CC1,1,-0.3,2,-2,-4,0,3,-1.4,-2
Cc1c(CCC(=O)N2CCC(C(=O)O)CC2)c(=O)oc2cc3oc4c(c3cc12)CCCC4,-11,-0.1,3,1,-17,1,6,-1.1,-3
COC(=O)NCCOC(=O)N(O)c1ccc(Br)cc1,-7,0.1,-3,0,5,1,-2,x,-3
O=C(COc1ccc2c(c1)OCO2)NC12CC3CC(CC(C3)C1)C2,-1,0.0,3,-7,8,0,3,-1.4,-2
Cc1ccc(/C=C/C(=O)N2CCN(c3ncccn3)CC2)o1,-5,0.3,15,13,11,4,17,-1.5,-1
Cc1nc2ccc(NC(=O)N3CCCCC3)cc2s1,-3,0.3,-1,9,17,0,-5,-0.9,0
CCOc1cc(/C=N/n2cnnc2)c(Br)cc1O,-2,-0.1,2,2,15,0,3,-0.1,2
O=C(c1ccc(COc2ccc(F)cc2)o1)n1cc(Br)cn1,-9,0.0,7,22,1,0,1,0.2,4
O=C(Nc1ccccc1)c1ccc2nc(-c3ccco3)c(-c3ccco3)nc2c1,8,-0.2,27,40*,-20,1,12,-0.6,48*
COc1ccc(OCC(=O)Nc2ccc(OC)c(S(=O)(=O)N3CCCCC3)c2)cc1,0,-0.1,6,6,-8,2,3,0.8,5
CC(C)NCc1cccc([N+](=O)[O-])c1,-2,0.0,1,0,-2,0,8,-1.6,-3
COC(=O)C1=C[C@@H](C(=O)OC)[C@@H]2C3=C(C(=O)C2(C)C)[C@H](C)n2c(=O)n(-c4ccccc4)c(=O)n2[C@@H]3C1,4,0.0,-4,-8,25,0,-8,-0.4,1
CN(C)S(=O)(=O)c1ccc(NC(=O)CSc2n[nH]c(=O)n2C2CC2)cc1,0,-0.1,0,2,4,2,6,1.5,2
CCOc1ccc(CCNS(=O)(=O)c2c(C)nc3scc(C)n3c2=O)cc1OCC,-5,-0.2,0,-4,-7,0,4,3.4,-5
Cc1ccc(-c2nn(CCC#N)cc2C=C(C#N)C#N)cc1,-3,0.1,0,-6,10,0,4,0.7,-2
CN1C(=O)C(C(=O)Nc2ccccc2F)c2ccccc21 (stereo unspecified),2,0.0,2,7,7,2,3,-0.4,0
O=C(CN1C(=O)NC2(CCCC2)C1=O)N1CCN(c2ccccc2O)CC1,1,-0.1,3,-1,-5,4,4,-0.7,0
CCOC(=O)CSc1nc2ccccc2c(=O)n1-c1ccc(C(=O)NCCOC)cc1,-5,0.1,0,2,0,0,-8,-0.2,3
Cc1cccc(Oc2ccccc2NC(=O)C2=COCCO2)c1,5,0.1,1,3,-3,7,-6,x,x
O=C(OCC(O)CN1CCCCC1)C12CC3CC(CC(C3)C1)C2 (stereo unspecified),0,-0.1,8,4,1,1,7,0.9,2
CCOC(=O)C1CCCN(c2c(NCCCN(CC)c3cccc(C)c3)c(=O)c2=O)C1 (stereo unspecified),2,0.2,2,0,18,0,3,-0.6,1
COc1ccc(C2C(C(C)=O)=C(O)C(=O)N2c2ccc(F)cc2)cc1 (stereo unspecified),-2,-0.1,4,-1,2,0,3,2.6,4
COc1ccc(-c2nc(CS(=O)CC(=O)NCc3ccccn3)c(C)o2)cc1 (stereo unspecified),26,-0.1,96*,111*,-3,2,82*,-66*,22*
O=C(OCC(=O)c1ccc(Cl)cc1Cl)c1cnccn1,3,0.4,0,-1,1,1,6,0.8,2
CCCCN1C(=O)C(O)(CC(=O)c2ccccc2OC)c2ccccc21 (stereo unspecified),-12,-0.1,4,-7,-4,1,0,0.6,0
CC(C)C(NC(=O)c1ccc(Cl)cc1Cl)C(=O)N1CCN(S(=O)(=O)c2ccccc2)CC1 (stereo unspecified),x,-0.3,x,x,3,4,-3,x,x
O=C(CCn1c(=S)oc2ccccc21)Nc1cccc(F)c1,1,0.0,-2,1,4,3,4,-1.3,-4
CS(=O)(=O)N1CCN=C1SCc1ccc(Br)cc1,-6,-0.4,1,-7,10,0,-3,-3.4,-1
Cn1cccc1C(=O)NC(=O)COC(=O)CC12CC3CC(CC(C3)C1)C2,-1,0.3,5,-11,14,2,2,0.8,-2
CCCNS(=O)(=O)c1ccc(OCC(=O)Nc2ccc3c(c2)OCCO3)c(C)c1,-1,0.0,5,4,7,1,4,-0.8,-6
CCOc1ccc2nc(N3CCCC(C(=O)NC4CCCC4)C3)sc2c1 (stereo unspecified),-3,-0.1,-5,-1,-1,2,6,0.5,-2
CCn1ccnc1C(O)(c1ccccc1)c1ccccc1,-1,-0.2,2,1,4,x,2,-1.2,7
CC(C)c1ccccc1OCCCCCN1CCOCC1,-3,0.1,4,4,3,0,2,-3.0,-1
Cc1ccc(CNC(=O)C2CCC(=O)N(CCc3ccccn3)C2)s1 (stereo unspecified),5,-0.2,2,12,-2,0,-2,-4.0,1
Cc1ccc(OCCC(=O)N(CC(=O)Nc2ccccc2C(F)(F)F)Cc2ccco2)cc1,3,0.0,-2,-7,1,2,10,0.5,-1
Cc1c(CN2CCC(CO)(CCOc3ccccc3)CC2)[nH]c2ccc(Cl)cc12,0,0.1,2,0,54*,0,5,0.4,-2
Cc1ccc(C(=O)N/C(=C/c2cn(-c3ccccc3)nc2-c2ccccc2)C(=O)O)cc1,2,-0.1,0,-4,-4,2,7,1.6,-4
O=C(CSc1nnnn1-c1ccccc1)CSc1nnnn1-c1ccccc1,-1,0.0,-7,-4,1,1,3,0.5,3
CCN(CC)c1nc(C(N)=O)cc(-c2ccccc2)n1,7,-0.1,1,1,11,3,13,0.8,-2
CCOc1ccc(/C(O)=C2/C(=O)C(=O)N(CCN(CC)CC)C2c2ccco2)cc1 (stereo unspecified),-4,-8.7,7,7,16,0,2,0.7,3
COC(=O)c1ccccc1S(=O)(=O)NNC(=O)c1ccccc1-n1cccc1,-1,0.0,10,6,-17,1,3,-0.2,0
CCN(CC)CCC(=O)N1c2ccccc2CCc2ccc(NC(=O)OC(C)C)cc21,x,-0.1,x,x,3,1,x,-2.3,x
COC(=O)c1cc(S(=O)(=O)N(Cc2ccccc2)C(C)(C)C)c[nH]1,7,0.2,4,-3,7,0,13,2.6,5
CC(=O)c1ccc(NC(=O)c2ccc(CNc3c(N4CCOCC4)c(=O)c3=O)cc2)cc1,-1,0.2,3,6,13,0,4,-0.7,-4
Cc1ccc(S(=O)(=O)N(C(=O)c2ccncc2)c2ccc(OC(=O)c3ccncc3)cc2)cc1,-3,-0.2,-1,-1,28,4,3,-0.5,1
C=CCn1c(SCC(=O)Nc2ccc(OC)cc2)nnc1-c1cnccn1,-5,0.2,3,0,4,3,1,0.5,2
Cc1csc(NC(=O)C2CC(=O)N(c3ccc(C)c(C)c3)C2)n1 (stereo unspecified),7,-0.1,0,1,-45,0,6,1.2,1

# Screening results: PubChem BioAssay, several laboratories
